# IMPase inh: membrane-permeable compound that blocks inositol monophosphatase; CHO-M1 cells, IP1 accumulation, HTRF TR-FRET ratio; P97697; 120,000 tested, under 10 active; inhibition (IP1 accumulation), % at 46.1 µM; active = well fitted curve in the direction sought with a large enough effect in the signal ratio, not every such curve was filed as active; inconclusive = small, poorly fitted or top-dose-only effect, or a change in a side signal; inactive = no such curve, though single readings can be large or run the other way; the % refers to the signal ratio;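 note: cells stimulated with carbachol in lithium chloride buffer; plate controls were DMSO basal wells for no effect and reference inhibitor wells for full effect; higher means more IMPase inhibition seen as more IP1 and lower FRET ratio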
# Target sequence (P97697 whole entry, looked up): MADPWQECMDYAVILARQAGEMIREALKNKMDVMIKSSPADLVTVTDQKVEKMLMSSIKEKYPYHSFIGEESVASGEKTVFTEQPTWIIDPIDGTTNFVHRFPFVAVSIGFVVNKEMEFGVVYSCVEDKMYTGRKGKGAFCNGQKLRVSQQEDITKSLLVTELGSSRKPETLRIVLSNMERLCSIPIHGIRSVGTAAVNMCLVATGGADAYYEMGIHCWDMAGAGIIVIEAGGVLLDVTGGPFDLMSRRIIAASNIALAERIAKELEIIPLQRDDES
#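 CHO-M1, 2000 cells/well, cultured 16–30 h; cpd up to 46 uM; carbachol (50 uM solution, stimulation buffer w/ 50 mM LiCl, pH 7.4), 30 min 37C; IP-One TR-FRET, 10 min RT; Ex 320/Em 665, 620; Hill-fit AC50.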
# 12-hLO inh: blocks human 12-lipoxygenase activity | P18054 | purified 12-hLO, xylenol orange hydroperoxide absorbance | Potency, µM (doses to about 57.1 µM), without a hit: at the top dose activity change, negative = inhibition, usual class: inhibitors | 150,000 tested, 0.12% active | AID 1452; note: potency is the fitted concentration of half-maximal effect; nearly all actives have a fitted effect of over 55% in size; many of its hits are not listed in these tables
#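 Lipoxygenase turnover measured by absorbance at 573 and 405 nm after Fe-XO development. Human 12hLO 150 nM, arachidonate 40 uM, pH 7.0 Hepes buffer with detergent; 15 min compound preincubation, 30 min reaction.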
# 15-hLO-2 inh: blocks human 15-lipoxygenase 2 activity | O15296 | purified 15hLO-2, xylenol orange hydroperoxide absorbance | Potency, µM (highest dose often 57.1 µM), for inactives: top-dose activity change, negative = inhibition, usual class: inhibitors | 110,000 tested, 0.56% active | AID 881; note: potency is the fitted concentration of half-maximal effect; nearly all actives have a fitted effect of over 60% in size; many of its hits are not listed in these tables
# Target sequence (O15296 whole entry, looked up): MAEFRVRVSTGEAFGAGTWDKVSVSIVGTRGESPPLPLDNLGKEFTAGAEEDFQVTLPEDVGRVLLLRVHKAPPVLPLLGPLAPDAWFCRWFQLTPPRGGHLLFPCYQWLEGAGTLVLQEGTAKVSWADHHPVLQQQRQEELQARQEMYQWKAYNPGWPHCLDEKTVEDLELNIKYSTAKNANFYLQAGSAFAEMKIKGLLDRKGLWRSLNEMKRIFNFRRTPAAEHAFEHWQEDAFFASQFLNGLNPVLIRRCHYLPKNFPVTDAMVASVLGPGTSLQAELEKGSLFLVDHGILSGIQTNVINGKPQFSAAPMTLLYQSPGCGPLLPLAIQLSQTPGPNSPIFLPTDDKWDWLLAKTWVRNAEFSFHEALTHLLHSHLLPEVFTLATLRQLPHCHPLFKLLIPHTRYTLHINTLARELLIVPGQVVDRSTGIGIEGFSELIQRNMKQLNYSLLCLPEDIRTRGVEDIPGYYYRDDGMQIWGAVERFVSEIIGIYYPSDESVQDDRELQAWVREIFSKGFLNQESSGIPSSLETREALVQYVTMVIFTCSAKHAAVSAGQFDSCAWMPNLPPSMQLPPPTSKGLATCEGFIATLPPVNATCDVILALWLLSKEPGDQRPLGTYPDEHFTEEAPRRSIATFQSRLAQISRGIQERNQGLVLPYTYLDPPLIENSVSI
#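 Purified human 15hLO-2 (50 nM final) preincubated with compounds 15 min at room temperature in 25 mM Hepes pH 7.5, 0.01% Triton X-100, then 45 uM arachidonic acid added for 90 min; hydroperoxide detected via ferrous/xylenol orange, 573/405 nm absorbance ratio.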
# PNC assembly inh: blocks assembly of the perinucleolar compartment | 140,000 tested, 3.1% active | PC3M PTB-GFP, PNC prevalence imaging, 16 h; hits give low values | activity change (PNC), negative = inhibition, % at 10 µM;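 active = readout at or below -70, meaning at least 70% loss of cells showing the perinucleolar compartment, a nuclear body marking cancer cells; inconclusive = readout between -30 and a set limit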;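 note: plate controls were DMSO wells for no effect and camptothecin positive control wells for full effect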
#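 Compounds are pinned in duplicate onto adhered PC3M cells stably expressing GFP-tagged PTB and incubated 16 h at 37 C. Cells are then fixed, nuclei stained with Hoechst, and PNC-positive cells counted.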
# * hit, by the source's call; u = inconclusive; x = not tested or not shown; [ ] = dose if it differs, or a comment. Unless noted, calls come from the whole dose curve; as a rule, active = well fitted curve in the direction sought with a large enough effect; inconclusive = small, poorly fitted or top-dose-only effect, or another doubt; inactive = no such curve, though single readings can be large; an effect the other way counts as inactive or inconclusive. Unless noted, % is set by controls: 0 for no effect and ±100 for the full control effect. Some of the compounds tested, so the mix of outcomes need not match the whole.
SMILES,IMPase inh,12-hLO inh,15-hLO-2 inh,PNC assembly inh
O=c1[nH]cnc2c1ncn2[C@@H]1O[C@H](CO)[C@@H](O)[C@H]1O,x,4%,x,u
COc1cc(C(=O)N2c3ccccc3CC2C)cc(OC)c1OC (stereo unspecified),5,3%,2%,-82*
COc1ccccc1NC(=S)NC1CCCCC1,x,-29%,x,-26
Oc1[nH]c2ccccc2c1C1=NCCCC1,4,-9%,-16%,2
CCOc1ccc(CCNC(=O)c2ccc(N3CCCC3=O)cc2)cc1OCC,u,-9%,7%,1
Cc1c(NC(=O)COC(=O)c2cc(-c3ccc(-c4ccccc4)cc3)nc3ccccc23)c(=O)n(-c2ccccc2)n1C,x,1%,x,-113*
COc1ccc2c(c1)CCc1c(C(=O)Nc3cc(C)n(Cc4ccc(Cl)cc4)n3)noc1-2,-3,-5%,0%,-27
O=C(NC(=S)Nc1ccccc1N1CCCCC1)c1cccs1,x,-26%,x,31
CCCCNC(=O)C1CCN(C/C(C)=C/c2ccccc2)CC1,6,-2%,11%,31
COc1ccc(-c2nnn(CC(=O)N(CC(=O)NC3CCCC3)Cc3cccs3)n2)cc1OC,5,-3%,17%,27
Cc1cc(C)c(NC(=O)Cn2c(=O)n(Cc3ccco3)c(=O)c3ccccc32)c(C)c1,3,1%,u,-4
O=C(c1ccccc1)N1CCC(O)(c2cccnc2)CC1,10,-1%,12%,53
COc1ccc(-n2c(=O)c(C)nc3cnc(Oc4ccccc4)nc32)cc1,x,1%,3%,x
C/C(=N/O)c1ccc2cc(Br)c3ccccc3c2c1,x,0%[11.4 µM],8%[11.4 µM],x
Cn1ccnc1SCC(=O)NC12CC3CC(CC(C3)C1)C2,7,-1%,5%,-127*
Cc1cc(=O)oc(C)c1C(=O)NCc1ccccn1,3,2%,4%,65
CC(C)(C)c1nn2cnnc2n(/N=C/c2ccccc2)c1=O,-10,-5%,x,-17
CCOC(=O)COc1ccccc1/C=N/O,x,-2%,x,-29
Cc1cc(C)n(-c2ccc(C(=O)OCC(=O)Nc3ccc(S(=O)(=O)N4CCCCC4)cc3)cc2)n1,-2,7%,10%,11
O=[N+]([O-])c1ccc(Cl)cc1Sc1nc2ccccc2o1,11,-2%,x,27
Cc1nc(S(=O)(=O)NC2CCCCC2)c(C#N)c(C)c1Cl,0,3%,-10%,-3
O=C1CC(=C2c3ccccc3-c3ccccc32)C(=O)N1CCCCN1CCN(c2ccccc2)CC1,1,-15%,x,42
O=C(COc1ccc(-c2nnco2)cc1)NCc1ccccc1Cl,-11,-1%,x,u
N#Cc1nc(-c2ccco2)oc1NCc1cccnc1,-13,2%,-3%,36
CCn1c(=O)cc(SCC(=O)N2CCCCC2)c2ccccc21,u,-1%,-13%,-11
OC1(C(O)(c2ccc(-c3ccccc3)cc2)c2ccc(-c3ccccc3)cc2)CCCCC1,x,7%[11.4 µM],-6%[11.4 µM],x
CN1CCc2[nH]c3ccc(C(=O)NN)cc3c2C1,-8,1%,6%,33
Cc1ccc(CNC(=O)COC(=O)CSc2ccc(Br)cc2C)cc1,2,-7%,x,u
O=S(=O)(O)c1cc(N=C=S)ccc1/C=C/c1ccc(N=C=S)cc1S(=O)(=O)O,x,-6%,-11%,x
CC12CCC(C(=O)NC(c3ccccc3)c3ccccc3)(OC1=O)C2(C)C (stereo unspecified),7,7%,-1%,u
COc1ccc(C(=O)NCc2ccc(C)cc2)cc1S(=O)(=O)N1CCCc2ccccc21,5,2%,6%,-6
O=C(c1ccc(C(=O)N2CCOCC2)s1)N1CCOCC1,1,-3%,-3%,-16
O=C(O)/C(=C/c1c(C(=O)O)[nH]c2cc(Cl)cc(Cl)c12)c1ccccc1,8,-24%,-12%,x
O=C(/C=C/c1ccc2c(c1)OCO2)NCCCN1CCOCC1,x,2%,x,13
O=Cc1cn(CCC(=O)O)nc1-c1cc2ccccc2o1,x,0%,x,u
COc1ccc(C(=O)Cc2cc(OC)c(OC)cc2[N+](=O)[O-])cc1,1,-1%,8%,113
O=C(NCc1ccccc1)C(C(=O)c1ccc(F)cc1)n1ccccc1=O (stereo unspecified),-2,5%,4%,77
COc1ccccc1NC(=O)C12CC3CC(C1)CC(c1ccc(C)cc1)(C3)C2,5,-5%,-1%,26
CCOC(=O)Cn1c(=O)sc2ccccc21,-18,1%,3%,u
Cn1c(/N=C/c2c(O)ccc3ccccc23)nc2ccccc21,6,u,u,8
COc1ccc(C2C(C#N)=C(N)Nc3nc4ccccc4n32)cc1 (stereo unspecified),x,-1%,x,28
CCN1C(=O)/C(=C/N(C)C)c2ccccc21,15,-4%,-2%,24
Cc1ccc(N2C(=O)C3N=NN(CC(=O)N4N=C(c5cccc6ccccc56)CC4c4ccccc4)C3C2=O)cc1 (stereo unspecified),9,7%,x,u
O=C(CNC(=O)C1CCCCC1)Nc1ccccc1,x,1%,x,17
OC(COC(c1ccccc1)c1ccccc1)CN1CCCCC1 (stereo unspecified),8,-9%,x,-18
O=C1CC(c2ccc(S(=O)(=O)NCCOc3ccccc3)cc2)CN1 (stereo unspecified),8,3%,2%[2.29 µM],-26
CC(C)(C)c1[nH]nc2c1C(c1ccncc1)C(C#N)=C(N)O2 (stereo unspecified),-2,-2%,3%,-8
Nc1c(NCc2ccccc2F)c(=O)[nH]c(=O)n1Cc1ccccc1,-2,-1%,-4%,-10
Cn1c(SCC(=O)Nc2cccc3ccccc23)nc(O)cc1=O,7,-2%,1%[2.29 µM],u
O=C(CSc1nnc(SCc2ccccc2)s1)N/N=C/c1c(Cl)cccc1Cl,x,6%,x,-15
O=C(Cc1ccccc1)Nc1nc2ccc(Cl)cc2c2nc(-c3ccco3)nn12,u,1%,2%,x
Cc1ccc(NC(=O)CC2S/C(=N/N=C/C=C/c3ccccc3)NC2=O)cc1Cl (stereo unspecified),x,-3%,x,u
Cc1nn(-c2ccccc2)c(Cl)c1C(=O)NCC(=O)O,-9,-1%,-2%,u
NC(=O)CN(c1ccc(Cl)cc1)S(=O)(=O)c1ccccc1,x,0%,x,24
COc1ccc(NC(C#N)c2ccc(OC)cc2)cc1 (stereo unspecified),5,0%,-6%,u
Clc1ccccc1-c1nnc2sc(-c3cccs3)nn12,-1,4%,-22%,-27
O=C1CCCc2c1[nH]c1ccccc21,-4,-15%,-15%,u
CCOC(=O)C1CSC(CC(=O)Nc2ccc(Cl)c(Cl)c2)C(=O)N1 (stereo unspecified),-10,-18%,-7%,17
CCOc1ccc(NC(=O)CSc2nnc(Cc3cccn3C)n2-c2ccc(OC)cc2)cc1,-6,-1%,-7%,-2
CCN1C(=O)/C(=C/C=C2/SCCN2C)SC1=S,6,5%,-26%,67

# Next results follow:
SMILES,IMPase inh,12-hLO inh,15-hLO-2 inh,PNC assembly inh
O=C(NCc1cccnc1)C1c2ccccc2C(=O)N1C1CCCC1 (stereo unspecified),-3,5%,-3%,-108*
CCOC(=O)C1=C(C)N=C2SCCC(=O)N2C1c1cccs1 (stereo unspecified),10,-8%,2%,u
O=C(/C=C/c1ccco1)Nc1cc(Cl)ccc1C(=O)O,x,-17%,x,22
Clc1ccccc1/C=C\c1ccnc2ccccc12,x,-1%[11.4 µM],12%[11.4 µM],x
Cc1ncsc1C(=O)NCc1ccc(N2CCCC2=O)cc1,4,1%,0%,-26
COc1ccc(OC)c(C(O)c2coc3ccc(O)c(CN(C)C)c23)c1 (stereo unspecified),9,0%,16%,2
Cc1nc2scc(-c3ccccc3)c2c(=O)n1/N=C/c1ccco1,4,3%,-7%,14
COc1ccccc1CNC(=O)CSc1ccc(Br)cc1,x,-1%,x,-22
Cc1ccccc1NC(=O)OCc1cn(-c2ccc(Cl)cc2)nn1,-1,-3%,-3%,12
Cc1ccc(C(c2nnnn2C2CCCCC2)N2CCN3CCCC3C2)cc1 (stereo unspecified),14,0%,20%,-26
Cc1ccn2cc(CCNS(=O)(=O)c3ccc4c(c3)OCCO4)nc2c1,0,-4%,-2%,-18
Cc1ccc(Oc2nnc(-c3ccc(C)cc3)c3ccccc23)cc1,3,-1%,x,u

# 5 entries drawn at random from the list so far:
SMILES,IMPase inh,12-hLO inh,15-hLO-2 inh,PNC assembly inh
COc1ccc(OC)c(C(O)c2coc3ccc(O)c(CN(C)C)c23)c1 (stereo unspecified),9,0%,16%,2
COc1ccccc1CNC(=O)CSc1ccc(Br)cc1,x,-1%,x,-22
Cc1ccc(C(c2nnnn2C2CCCCC2)N2CCN3CCCC3C2)cc1 (stereo unspecified),14,0%,20%,-26
Cc1ccccc1NC(=O)OCc1cn(-c2ccc(Cl)cc2)nn1,-1,-3%,-3%,12
Clc1ccccc1/C=C\c1ccnc2ccccc12,x,-1%[11.4 µM],12%[11.4 µM],x

# Next section
SMILES,IMPase inh,12-hLO inh,15-hLO-2 inh,PNC assembly inh
Cc1ccsc1C=C1C(=O)c2ccccc2C1=O,-3,-5%,-22%,u
COC(=O)c1[nH]c2ccccc2c1NC(=O)CN1CCN(Cc2ccc3c(c2)OCO3)CC1,7,-9%,30%[activator],1
Cc1ccc(S(=O)(=O)N(C)Cc2ccc(-c3nnc4n3CCC4)cc2)cc1,9,-7%,-3%,3
Oc1ccc(-c2n[nH]c(=S)n2Cc2ccco2)cc1,-12,-1%,14%,-15
COC(=O)c1ccc(-n2nnnc2SCc2ccccc2OC)cc1,8,-7%,-3%,10
Cc1ccccc1Nc1nc(N)nc(COC(=O)c2ccc(S(=O)(=O)N(C)C)cc2)n1,x,-3%,x,u
Cc1ccc2cc3cc(C(=O)N4CCCCC4C)oc3nc2c1 (stereo unspecified),2,-1%,-5%,6
CN1C(=O)c2cccc(NCCCN3C(=O)c4ccccc4C3=O)c2C1=O,3,0%,-6%,-3
Cc1cc(C)c(C#N)c(SCSCc2ccccc2)n1,6,2%,-1%,u
COc1cccc(/C=N/NC(=O)CCc2ccccc2)c1,1,-2%,x,-11
Cc1ccc(N(Cc2ccc(C(=O)Nc3ccccc3C(=O)NCc3ccco3)cc2)S(C)(=O)=O)cc1C,2,8%,-6%,28
Cc1ccc(-n2nnnc2SCC(=O)Nc2ccccc2-c2ccccc2)cc1C,0,-7%,x,-1
CC(=O)NCc1cc(-c2nn(C)c(=O)c3ccccc23)ccc1C,-5,8%,10%,u
COc1ccc(NC(=O)CCS(=O)(=O)c2ccc3c(c2)CCCN3C(C)=O)cc1Cl,2,4%,2%,u
Cc1ccc(CN2CC(C(=O)Nc3ccc4c(C)cc(=O)oc4c3)CC2=O)cc1 (stereo unspecified),7,-8%,5%,u
Cc1cc(S(=O)(=O)Nc2nc(CN3CCOCC3)nc3sc4c(c23)CCCC4)ccc1F,-3,-8%,9%,53
CCN(CC)C(=O)CSc1nnc(-n2nc(C)cc2C)c2ccccc12,-15,-3%,0%,-3
COc1ccc(CCNC(=O)C2CCCN(C(=O)N(C)C)C2)c(OC)c1 (stereo unspecified),4,-1%,0%,u
O=C(NCCC1=CCCCC1)C1CC(=O)N(C2CCCCC2)C1 (stereo unspecified),11,2%,3%,69
COC(=O)c1cc2c(s1)CS(=O)C2 (stereo unspecified),-1,-1%,2%,35
CCOC(=O)N1CCN(C(=O)c2ccc3c(=O)n(Cc4ccc(OC)cc4)c(=S)[nH]c3c2)CC1,4,-7%,x,36
Cc1ccccc1NC(=O)N(CCc1nc2ccccc2[nH]1)Cc1ccccc1,-3,0%,x,u
Cc1cc2cccc(C)c2nc1SCC(=O)N(C)c1nc(-c2ccccc2)cs1,-3,1%,-1%,u
O=C(CCSc1nccn1Cc1ccccc1)N1CCOCC1,6,-4%,4%,25
COC(=O)C1NN=C(C(=O)c2ccccc2)C1c1ccccc1 (stereo unspecified),x,-5%,x,16

# Part of the list above, reduced to 15-hLO-2 inh.
mol | 15-hLO-2 inh
Cc1cc2cccc(C)c2nc1SCC(=O)N(C)c1nc(-c2ccccc2)cs1 | -1%
O=C(CCSc1nccn1Cc1ccccc1)N1CCOCC1 | 4%
